Screening data as filed in PubChem BioAssay.
RMI-FANCM inh: RMI-FANCM interaction inhibition; Fluorescence polarization, RMI core complex with F-MM2 peptide; stronger effect = lower value; 70,000 tested, 0.58% active; FP signal (polarization) at 33 µM; in the data active = FP signal below about 40; note: inactives centre near 61; strong numbers were not always called active; unit not given here
Active calls of the source: *; & = joins results of further samples; ! = a repeat was not active.

SMILES	RMI-FANCM inh
C=CCN1CC[C@]23c4c5ccc(O)c4O[C@@H]2/C(=N\N=C2\CC[C@@]4(O)C6Cc7ccc(O)c8c7[C@@]4(CCN6CC=C)[C@@H]2O8)CC[C@@]3(O)C1C5	50
CN1CCc2cc3c(cc2[C@H]1C1OC(=O)c2c1ccc1c2OCO1)OCO3 (some centres undefined)	54
CO[C@H]1[C@H](O)[C@@H](O[C@H]2CC[C@]3(C=O)C4CC[C@]5(C)[C@@H](C6=CC(=O)OC6)CC[C@]5(O)C4CC[C@@H]3C2)O[C@@H](C)[C@@H]1O (some centres undefined)	63
COc1cc2c(cc1O)[C@@H]1Cc3ccc(OC)c(O)c3CN1CC2	63
O=C(CNC1CCN(Cc2ccccc2)CC1)Nc1ccc(Cl)cc1C(=O)c1ccccc1Cl	112&67
CCC1(C2=NCCN2)Cc2ccccc2O1 (centres undefined)	55&56
CCCN1CC[C@@H]2c3cc(O)ccc3CC[C@@H]21	55
O=C(c1ccccc1)c1cc(Br)ccc1NC(=O)C1CC1	58
N#Cc1ccccc1CN1Cc2ccccc2C1=N	68&70
CCCn1c(=O)c2[nH]c(C3CCCC3)nc2n(CCCOC(=O)c2ccc(S(=O)(=O)F)cc2)c1=O	57
N#CC(C#N)=Cc1ccc([N+](=O)[O-])c(O)c1	42
C[N+]1(C)CCc2cc3c(cc2[C@H]1[C@@H]1OC(=O)c2c1ccc1c2OCO1)OCO3	63
CC(N)[C@H](O)c1ccc(O)c(O)c1 (some centres undefined)	55
CN1CC[C@@]2(C)c3cc(O)ccc3N(C)C12 (some centres undefined)	56
Cc1c(O)c(O)cc2c1CC=C1[C@@]2(C)CC[C@@]2(C)C3C[C@](C)(C(=O)O)CC[C@]3(C)CC[C@]12C (some centres undefined)	52
CC(C)(C)c1csc(CN2CCNCC2)n1	70
CCCSP(=O)(OCC)SCCC	54
CN1C2CCC1CC(=NOC(=O)C1CCCCC1)C2	54
O=C1CCO1	58
COc1ccc(C2C(C#N)=C(N)Oc3c2c(=O)oc2ccccc32)cc1 (centres undefined)	66
CC1(C)C2CC(=O)[C@]3(C)C(CC[C@@]4(C)[C@H](c5ccoc5)OC(=O)[C@H]5O[C@]543)[C@@]2(C)C=C[C@@H]1O (some centres undefined)	59
c1ccc(N2CCN(Cc3c[nH]c4ccccc34)CC2)cc1	63
CC12NC(Cc3ccccc31)c1ccccc12 (centres undefined)	63
COC(=O)c1ccccc1NC(C)=O	53
O=C1CCCC2C3CC(CN12)[C@@H]1CCCCN1C3 (some centres undefined)	57

Quoted at random: three entries already listed, in no set order.
SMILES	RMI-FANCM inh
CC(N)[C@H](O)c1ccc(O)c(O)c1 (some centres undefined)	55
CN1CC[C@@]2(C)c3cc(O)ccc3N(C)C12 (some centres undefined)	56
C=CCN1CC[C@]23c4c5ccc(O)c4O[C@@H]2/C(=N\N=C2\CC[C@@]4(O)C6Cc7ccc(O)c8c7[C@@]4(CCN6CC=C)[C@@H]2O8)CC[C@@]3(O)C1C5	50

(listing goes on)
SMILES	RMI-FANCM inh
CCN1CCN(c2ccc3nsnc3c2[N+](=O)[O-])CC1	60
CN(C)CCN(C(=O)COc1ccccc1)c1nc2cc3c(cc2s1)OCCO3	75
COc1ccccc1N1CCN(Cc2cnc(-c3ccccc3)[nH]2)CC1	62
CC(N)Cc1ccc(O)cc1 (centres undefined)	63
C/C(O)=C(\C#N)C(=O)Nc1cc(Br)ccc1Br	61
Cc1csc(CN2CCN(C(=O)Cc3cccc4ccccc34)CC2)n1	62
COc1ccc2c(c1OC)CN1CCc3cc4c(cc3C1C2)OCO4 (centres undefined)	49
NC(C(=O)O)c1cc(=O)[nH]o1 (centres undefined)	59
COc1cc2c3cc1Oc1c(OC)c(OC)cc4c1[C@@H](Cc1cccc(c1)Oc1ccc(c(O)c1)C[C@@H]3N(C)CC2)N(C)CC4	60
COc1ccc(C)cc1NC(=O)c1cccn(Cc2cccc(C(F)(F)F)c2)c1=O	54
Cc1ccc2sc(N3CCNCC3)nc2c1C	76
CNC(=O)O/N=C\c1nn(C)cc1Br	54
CCCCCCC(C)OC(=O)COc1ccc(Cl)cc1Cl (centres undefined)	58
O=c1cccc2n1CC1CC2CN(C(=S)NC2Cc3ccccc3C2)C1 (centres undefined)	66
O=C1NC(=S)NC(=O)C12C(c1ccccc1)NC(=S)NC2c1ccccc1 (centres undefined)	74
C[N+]1(CCC(C(N)=O)(c2ccccc2)c2ccccc2)CCCCC1	54
CC1(C)SCN2C(=S)N(c3ccc([N+](=O)[O-])cc3)C(=O)C21 (centres undefined)	53
CC[C@@H](CO)NC(=O)[C@@H]1C=C2c3cccc4[nH]cc(c34)C[C@H]2N(C)C1	4*!
O=c1c2ccccc2[se]n1-c1ccccc1	56&56&61
CN(C)CCN(C(=O)COc1ccc(Cl)cc1Cl)c1nc2cc3c(cc2s1)OCCO3	73
c1cncc([C@H]2CCCCN2)c1	52
N#CC(C#N)=Cc1csc([N+](=O)[O-])c1	55
O=[N+]([O-])c1cc(S(=O)(=O)c2ccc(O)c([N+](=O)[O-])c2)ccc1O	47
CCOC(=O)c1cncn1C(C)c1ccccc1 (centres undefined)	61
CN(C)[C@@H]1C(=O)C(C(N)=O)=C(O)[C@@]2(O)C(=O)C3=C(O)c4c(O)ccc(Cl)c4[C@@](C)(O)C3C[C@@H]12 (some centres undefined)	43

Of the compounds above, these have a nitro group on carbon.
SMILES	RMI-FANCM inh
N#CC(C#N)=Cc1ccc([N+](=O)[O-])c(O)c1	42
CCN1CCN(c2ccc3nsnc3c2[N+](=O)[O-])CC1	60
CC1(C)SCN2C(=S)N(c3ccc([N+](=O)[O-])cc3)C(=O)C21 (centres undefined)	53
N#CC(C#N)=Cc1csc([N+](=O)[O-])c1	55
O=[N+]([O-])c1cc(S(=O)(=O)c2ccc(O)c([N+](=O)[O-])c2)ccc1O	47

Other records.
SMILES	RMI-FANCM inh
COC(=O)NC(=S)Nc1ccccc1NC(=S)NC(=O)OC	59
CCO/N=C(/C)c1ccc(C)nc1	55
Nc1ccc(CCN2CCN(c3cccc(C(F)(F)F)c3)CC2)cc1	53
O=S1OCC2C(CO1)C1(Cl)C(Cl)=C(Cl)C2(Cl)C1(Cl)Cl (centres undefined)	57
O=C(Cc1ccc(F)cc1)N1CCN(Cc2nc(-c3ccco3)cs2)CC1	62
Cc1nc2ccc(NC(=O)C3CCCC3)cc2c(=O)n1-c1ccccc1	61
Cc1cccc(NC2=NCC(C)(C)S2)c1	58
CC1(C)Cc2cccc(OCC(=O)N3CCN(C(c4ccccc4)c4ccccc4)CC3)c2O1	55
CCc1cccc(C)c1N(C(=O)CCl)C(C)COC (centres undefined)	54
O=C(Nc1ccc(Cl)cc1C(=O)c1ccccc1)c1cc([N+](=O)[O-])ccc1Cl	54
O=[N+]([O-])CC(c1ccc(Cl)cc1)c1c(-c2ccccc2)[nH]c2ccccc12 (centres undefined)	58
CP(=O)(O)C1=CCNCC1	54
CCOc1ccc2nc(N(CCN(C)C)C(=O)COc3ccccc3)sc2c1	80
CSc1nc(OC(=O)N(C)C)cc(-c2ccccc2)n1	58
CN1C(=O)CN=C(c2ccccc2)c2cc([N+](=O)[O-])ccc21	48
c1ccc(-c2cnc[nH]2)cc1	55&55
CNCCc1ccc(O)c(O)c1	52
C[C@]12CCC(=O)C=C1CC[C@@H]1[C@@H]2CC[C@]2(C)C(=O)CC[C@@H]12	54
Cc1cc(C(=O)O)nn1C(C)(C)C	52
COc1ccc(/C=C2\CC3C4CCC5CC(O)CCC5(C)C4CCC3(C)C2=O)cc1 (centres undefined)	60
CC1(C)C(=O)C=C[C@@]2(C)C1C[C@@H](O)[C@]1(C)C2CC[C@@]2(C)[C@H](c3ccoc3)OC(=O)[C@H]3O[C@]321 (some centres undefined)	59
CCSc1nnc(NC(=O)c2cccn(Cc3ccc(F)cc3)c2=O)s1	53
CC(N)Cc1c[nH]c2ccc(OCc3cccs3)cc12 (centres undefined)	67
Cc1cc(C)c2sc(N(CCN(C)C)C(=O)COc3ccccc3)nc2c1	71
COc1cc(=O)n(-c2ccc(F)cc2)nc1C(=O)N1CCC2(CC1)OCCO2	53

Rewritten in markdown: 7 of the compounds above.
| Molecule | RMI-FANCM inh |
| --- | --- |
| CSc1nc(OC(=O)N(C)C)cc(-c2ccccc2)n1 | 58 |
| CN1C(=O)CN=C(c2ccccc2)c2cc([N+](=O)[O-])ccc21 | 48 |
| c1ccc(-c2cnc[nH]2)cc1 | 55&55 |
| CNCCc1ccc(O)c(O)c1 | 52 |
| C[C@]12CCC(=O)C=C1CC[C@@H]1[C@@H]2CC[C@]2(C)C(=O)CC[C@@H]12 | 54 |
| Cc1cc(C(=O)O)nn1C(C)(C)C | 52 |
| COc1ccc(/C=C2\CC3C4CCC5CC(O)CCC5(C)C4CCC3(C)C2=O)cc1 (centres undefined) | 60 |

More entries follow:
SMILES	RMI-FANCM inh
O=C(Nc1ccc(Br)cc1C(=O)c1ccccc1Cl)c1ccno1	53
Cc1cc(C)c2c(n1)SCN(C)C2=N	53
C[C@]12CC[C@H]3[C@@H](CCC4C[C@H](O)CC[C@@]43C)[C@@H]1CC[C@@H]2O (some centres undefined)	57
C=C1C2CC[C@H]3[C@]4(C)C[C@H](OC5OC(CO)C(OS(=O)(=O)O)C(OS(=O)(=O)O)C5OC(=O)CC(C)C)C[C@@H](C(=O)O)[C@H]4CC[C@]3(C2)[C@H]1O (some centres undefined)	60
O=C(Cc1ccccc1)NC(O)C(Cl)(Cl)Cl (centres undefined)	61
C[C@@H]1C[C@@H]([C@H](O)CC2CC(=O)NC(=O)C2)C(=O)[C@@H](C)C1	52&58
O=C(Nc1ccc(Cl)c([N+](=O)[O-])c1)c1cccn(Cc2cccc(F)c2)c1=O	53
Cn1nccc1C(=O)Nc1ccc(Cl)cc1C(=O)c1ccccc1Cl	75
CCCN(CCC)[C@@H]1CCc2cccc(O)c2C1	54
COc1cc(C[C@@H](C)N)c(OC)cc1I	51
O=[N+]([O-])c1ccc(NCc2ccco2)c2nonc12	-60
Oc1ccc2c3c1O[C@H]1c4[nH]c5c(c4C[C@@]4(O)[C@@H](C2)N(CC2CC2)CC[C@]314)C[C@@]1(O)[C@H]2Cc3ccc(O)c4c3[C@@]1(CCN2CC1CC1)[C@H]5O4	73
CCC(C)C(=O)O[C@H]1[C@H](O)C2C(CN3CC(C)CCC3[C@@]2(C)O)C2C[C@]34O[C@]5(O)C(OC(=O)C(C)(O)C(C)O)CC[C@@]3(C)C5C(OC(C)=O)[C@@H](OC(C)=O)C4[C@@]21O (some centres undefined)	55
CCOC(=O)C1(c2ccccc2)CCN(CCC(C#N)(c2ccccc2)c2ccccc2)CC1	56
COC(=O)NC(=C(Cl)Cl)[P+](c1ccccc1)(c1ccccc1)c1ccccc1	79
C=CCN1CCc2cccc3c2[C@H]1Cc1ccc(O)c(O)c1-3	58
CN1C(=O)CCS(=O)(=O)C1c1ccc(Cl)cc1 (centres undefined)	58&50&62
CN1CCN(c2ccc(S(=O)(=O)C(F)(F)F)cc2[N+](=O)[O-])CC1	61
O=S(=O)(F)CCNc1ccc(Cl)cc1	60
CC(C)(C)c1c[se]c(=S)s1	60
CCOc1ccc(C(=O)Nc2ccc(Cl)cc2C(=O)c2ccccc2)cc1	62
c1ccc(CN2CCNCC2)nc1	65
S=P(S)(c1ccccc1)c1ccccc1	59
N#CC1=C(N)Oc2c(c(=O)oc3ccccc23)C1CCc1ccccc1 (centres undefined)	58
CN(C)C(CN)c1ccccc1Cl (centres undefined)	69

Compounds shown so far that contain an aryl thioether with sulfur outside any ring:
SMILES	RMI-FANCM inh
CSc1nc(OC(=O)N(C)C)cc(-c2ccccc2)n1	58
CCSc1nnc(NC(=O)c2cccn(Cc3ccc(F)cc3)c2=O)s1	53

Following part
SMILES	RMI-FANCM inh
O=C(Nc1cccnc1)c1cccn(Cc2ccccc2Cl)c1=O	54
CCOP(=O)(OCC)C(NC(=O)CC(C)C)C(Cl)(Cl)Cl (centres undefined)	59
O=C(Nc1cccnc1)c1cccn(Cc2cccc([N+](=O)[O-])c2)c1=O	53
COc1ccc(C(=O)N2CCCC2=O)cc1	53&51
O=C(Cc1cccs1)N1CCN(Cc2nc(-c3cccs3)cs2)CC1	59
O=C(N1CCc2ccccc2C1)C(Cl)(Cl)Cl	63
COc1cc2c(cc1OC)[C@@H]1C(=O)c3ccc4c(c3O[C@@H]1CO2)CC(C(C)C)O4 (some centres undefined)	55
NC(N)=NOCC[C@H](N)C(=O)O	57&63&61
O=C1CCCN1CC#CCN1CCCC1	55&54&61
CCSc1nc(NCC(C)C)c2cnn(CCN)c2n1	93
C[C@]12N[C@H](Cc3ccccc31)c1ccccc12	52&52
COc1ccc(CC(=O)N2CCN(Cc3nc(C4CC4)cs3)CC2)cc1OC	60
C[N+]12CCC(CC1)C(OC(=O)C(O)(c1ccccc1)c1ccccc1)C2 (centres undefined)	58&55
Cn1c(=O)n(C)c(=O)n(C)c1=O	53
N#Cc1c(N)nc([Se]CC(N)=O)c(C#N)c1-c1ccco1	60
Cn1nnc2c(N3CC4CC(C3)c3cccc(=O)n3C4)ncnc21 (centres undefined)	51
CC(C)=CCCC1(C)C=Cc2c(O)c3c(c(CC=C(C)C)c2O1)OC12C(CC4CC1C(C)(C)OC2(C/C=C(/C)C(=O)O)C4O)C3=O (centres undefined)	50
Clc1nc(N2CCNCC2)c2[nH]cnc2n1	71
C[C@]12Cc3cn[nH]c3C[C@@H]1CC[C@@H]1[C@@H]2CC[C@@]2(C)[C@H]1CC[C@]2(C)O	60
Clc1ccc(C(c2ccc(Cl)cc2)C(Cl)(Cl)Cl)cc1	-41
FC(F)(F)c1cccc(N2CCNCC2)c1	57&52
Brc1ccc2nc(N3CCNCC3)sc2c1	73
CCC(C)C(=O)O[C@@H]1C[C@@]2(C)[C@H](c3ccoc3)OC(=O)CC23OC2(C)OC34[C@H](OC(=O)C(C)C)[C@@]3(O)[C@@H](OC(=O)C5(C)OC5C)[C@@]5(C)C[C@]3(O)[C@@](C)([C@H]5CC(=O)OC)C14O2 (some centres undefined)	60
C/C=C(/C)C(=O)O[C@H]1CC[C@@]2(C)[C@@H]3CC[C@H]4[C@]5(O)C[C@H](O)[C@@]6(O)[C@@H](CN7C[C@@H](C)CC[C@H]7[C@@]6(C)O)[C@]5(O)C[C@@]42O[C@]13O	60

A portion of the library. The share of hits here may be higher or lower than overall.
